Screening results (PubChem BioAssay)
GAA glycogen mod: alters human alpha-glucosidase cleavage of glycogen; P10253; recombinant GAA, glycogen substrate, Amplex Red glucose oxidase fluorescence; Potency, µM (highest dose often 76.4 µM), for the others: at the highest dose activity change, negative = inhibition, usual class: inhibitors; hit rate 0.38% among 300,000; AID 2100;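 note: potency is the fitted concentration of half-maximal effect; 0% = full enzyme reaction and -100% = no-enzyme basal signal; the screen sought inhibitors and activators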
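Natural-substrate format: glycogen cleavage by 4 nM human enzyme, glucose read by Amplex Red coupling (Ex 573, Em 610 nm). Normalized to enzyme and no-enzyme controls.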
CBFb RUNX1 block: inhibitors of human CBF-beta and RUNX1 interaction; Q01196+Q13951; AlphaScreen CBFb-His/RUNX1-biotin binding, biochemical; Potency, µM (titrated, usually from 59.8 µM), for the others: top-dose activity, negative = inhibition, actives largely listed as inhibitors; 230,000 tested, under 10 active; AID 1477; note: % of control where 0% means no effect
Target sequence (Q01196 whole entry, looked up): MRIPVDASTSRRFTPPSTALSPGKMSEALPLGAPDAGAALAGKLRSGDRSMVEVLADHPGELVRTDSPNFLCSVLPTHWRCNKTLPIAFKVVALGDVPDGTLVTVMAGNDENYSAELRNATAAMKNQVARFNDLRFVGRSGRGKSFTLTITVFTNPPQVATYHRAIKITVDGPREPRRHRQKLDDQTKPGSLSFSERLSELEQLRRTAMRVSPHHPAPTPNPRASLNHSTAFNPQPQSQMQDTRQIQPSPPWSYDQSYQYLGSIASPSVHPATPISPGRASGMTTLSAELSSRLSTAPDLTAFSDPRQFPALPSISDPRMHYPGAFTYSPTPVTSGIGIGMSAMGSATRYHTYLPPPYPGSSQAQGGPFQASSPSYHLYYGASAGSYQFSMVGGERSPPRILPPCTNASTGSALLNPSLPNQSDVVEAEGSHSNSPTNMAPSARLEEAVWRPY
Target sequence (Q13951 whole entry, looked up): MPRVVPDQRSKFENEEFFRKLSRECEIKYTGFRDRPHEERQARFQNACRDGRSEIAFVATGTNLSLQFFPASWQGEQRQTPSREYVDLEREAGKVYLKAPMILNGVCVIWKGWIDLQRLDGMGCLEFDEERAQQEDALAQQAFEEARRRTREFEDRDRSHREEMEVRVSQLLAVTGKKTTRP
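CBFb-His/RUNX1-biotin, 30 nM each, preincubated 20 min RT; compound 15 min RT; Ni + streptavidin beads 50 ng each, 90 min RT; AlphaScreen read.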
HTT ATP protect: protects HTT-Q103 PC12 cells, measured by ATP; hit rate 0.14% among 230,000; Potency, µM (highest dose often 56.4 µM), without a hit: cytoprotection (ATP increase), usual class: activators; PC12 HTT-Q103 induced, cytoprotection, ATP luminescence, 40 h; AID 1471;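 note: potency is the fitted concentration of half-maximal effect; % of control where 0% means no effect; nearly all actives have a fitted effect of over 45% in size; toxic huntingtin expression switched on by the ecdysone agonist tebufenozide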
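Compounds were screened for protection of PC12 cells against cell death after tebufenozide induction (100 nM final) of mutant Huntingtin exon 1 (Q103) fused to GFP.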
LMNA splice mod: modulators of lamin A splicing | HeLa LMNA splicing GFP/RFP minigene ratio, 48 h | Potency, µM (series often up to 46.1 µM), for inactives: at the highest dose ratio change, negative = inhibition, usual class: inhibitors | hit rate 0.01% among 200,000; active = well fitted inhibition curve with a large enough effect in the signal ratio, with a control signal flat, not every such curve was filed as active; inconclusive = small, poorly fitted or top-dose-only effect, or effect the other way, or a change in a side signal; the % refers to the signal ratio; note: potency is the fitted concentration of half-maximal effect; % is set by controls: 0 for no effect and ±100 for the full control effect
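S3 HeLa cells stably expressing lamin A-EGFP splicing minigene plus DsRed2, 600 cells/well, 48 h compound exposure at 37C. Laser-scanning cytometry; analysed as GFP (500-530 nm)/RFP (575-640 nm) total intensity ratio; 0.5% DMSO vehicle.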
aGlu spleen mod: lysosomal alpha-glucosidase (human) modulation | hit rate 0.006% among 240,000 | P10253 | Potency, µM (doses to about 79.9 µM), for the others: top-dose activity change, negative = inhibition, usual class: inhibitors | human spleen homogenate, 4-MU-alpha-glucoside fluorescence;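 note: potency is the fitted concentration of half-maximal effect; 0% = enzyme with vehicle and -100% = no enzyme basal signal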
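AC50 values come from Hill-equation fits of concentration-response data, normalized to no-enzyme and full-activity controls. Enzyme source: 1 ug human spleen homogenate; 1 mM fluorogenic 4-MU glucoside, pH 5.0 citrate buffer, 37 C, 40 min.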
HttQ103 aggreg: inhibitors of mutant huntingtin aggregate formation in PC12 cells; PC12 HttQ103-GFP aggregates, Acumen cytometry, 40 h; Potency, µM (highest dose often 46.1 µM), without a hit: at the top dose activity change, negative = inhibition, most hits filed as inhibitors; hit rate 1.1% among 220,000; note: potency is the fitted concentration of half-maximal effect; % is set by controls: 0 for no effect and ±100 for the full control effect; nearly all actives have a fitted effect of over 60% in size
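Huntingtin Q103 exon 1–GFP aggregates in induced PC12 cells (100 nM tebufenozide) were quantified by cytometry from lysates, with compounds dosed in titration.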
GAA inh: blocks human lysosomal alpha-glucosidase | P10253 | purified human GAA, 4-MU-alpha-glucoside fluorescence | Potency, µM (series often up to 76.9 µM), without a hit: at the highest dose activity change, negative = inhibition, most hits filed as inhibitors | hit rate 0.005% among 200,000 | AID 1466;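 note: potency is the fitted concentration of half-maximal effect; plate controls were uninhibited enzyme wells for no effect and no-enzyme background for full effect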
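Read-out is 4-methylumbelliferone fluorescence (Ex 365/Em 440 nm) after NaOH/glycine stop at pH 10. Enzyme 4 nM, substrate 400 uM, pH 5.0 citrate buffer, 20 min room temperature; AC50 from Hill-equation concentration-response.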
An asterisk follows results filed as active; ? = inconclusive; · = not tested or not shown; [ ] = remark or other dose. Unless noted, calls come from the whole dose curve; as a rule, active = well fitted curve in the direction sought with a large enough effect; inconclusive = small, poorly fitted or top-dose-only effect, or another doubt; inactive = no such curve, though single readings can be large; an effect the other way counts as inactive or inconclusive.

Each structure is followed by: GAA glycogen mod	CBFb RUNX1 block	HTT ATP protect	LMNA splice mod	aGlu spleen mod	HttQ103 aggreg	GAA inh
> O=C(Nc1ccc(S(=O)(=O)Nc2nccc(C3Cc4ccccc4C(=O)O3)n2)cc1)c1ccccc1 (stereo not drawn)
    ?	-3.3%	-12.4%	-1.3%	-4.1%	0.4%	4.2%
> COCCCN(C(=O)Nc1ccc(C)c(C)c1)C(C)c1ccccn1 (stereo not drawn)
    -6.9%	-5.2%	-7.4%	0.2%	3.3%	12.8%	?
> O=C(CSc1ccc(Cl)cc1)Nc1nnc(-c2cccc([N+](=O)[O-])c2)s1
    4.0%	4.3%[2.36 µM]	·	-9.4%	0.9%	0.1%	-3.4%
> O=C(c1ccc(Cl)c(S(=O)(=O)N2CCCCCC2)c1)N1CCOCC1
    -7.0%	18.2%	·	?	-16.6%	-13.6%	-2.4%
> COc1ccc(NC(=O)CC2C(=O)N(c3ccc(Cl)cc3)C(=S)N2NC(=O)c2cccc(F)c2)cc1 (stereo not drawn)
    3.4%	-7.1%	-26.3%[10 µM]	?	0.7%	9.4%	0.9%
> CN(C)c1ccc(P(=O)(OC2CCCCC2)C(O)c2ccccn2)cc1 (stereo not drawn)
    9.4%	-10.9%	-11.1%[10 µM]	·	-5.6%	-12.3%[9.22 µM]	·
> C=CCN1C(=O)C(CC(=O)Nc2ccccc2)S/C1=N/c1nccs1 (stereo not drawn)
    0.6%	-2.9%	18.3%[10 µM]	?	-5.7%	-0.3%[9.22 µM]	1.2%
> NC(=O)Cn1nnc(-c2ccc(NC(=O)c3ccc(F)cc3)cc2)n1
    -5.6%	8.9%	-7.4%	-4.1%[46 µM]	1.9%	8.4%	0.2%
> O=C(N/C(=C/c1ccc(Br)cc1)C(=O)N1CCCC1)c1cccs1
    2.9%	-5.2%	-14.3%	·	2.2%	13.5%	-4.1%
> CC(C)CC(C(=O)NCc1ccccn1)N1C(=O)c2ccccc2C1=O (stereo not drawn)
    4.9%	-0.8%	-8.8%	-5.1%	-5.2%	-6.2%[9.22 µM]	-18.2%
> CCOC(=O)c1c(CN2CCCCC2C)oc2ccc(OC)cc12 (stereo not drawn)
    -3.2%	-0.3%	-10.2%	6.5%	-8.3%	22.4%	-2.5%
> CCCNC(=O)c1ccc(Cn2cc(C(F)(F)F)ccc2=O)cc1
    12.0%	17.2%	12.5%[10 µM]	-26.7%[46 µM]	-5.7%	?	1.2%
> CC(C)Cc1cc(C(=O)NCCN2CCOCC2)no1
    0.5%	4.6%	-1.3%	-4.0%	0.9%	20.2%	-17.2%
> COc1cc2c(cc1OC)C(c1ccccc1O)N(C1CC(=O)N(c3ccccc3)C1=O)CC2 (stereo not drawn)
    -27.3%	-1.8%	-2.6%	-5.7%	-11.6%	-8.2%	-5.0%
> Fc1ccc(N=C2NN=C(c3cc(F)ccc3F)CS2)cc1
    5.5%	?	37.9%[1.9 µM]	?	-1.0%	?	-5.4%
> CCNC(=O)C/C(C)=N/NC(=O)C12CC3CC(CC(C3)C1)C2
    2.0%	0.2%	-30.9%	10.0%	-3.0%	-11.6%	2.5%
> CC1(C)CC(=O)C=C(NC2CCCCCC2)C1
    3.6%	0.5%	-6.0%	2.3%	-4.6%	-1.1%	-4.7%
> O=C1c2cccc3cc(Br)cc(c23)C(=O)N1Nc1ccc(Br)cc1
    -3.4%	16.3%	-17.8%[10 µM]	-9.6%	-5.3%	22.8%	-19.0%
> COc1ccc(-c2ccnc3c(C#N)cnn23)cc1
    12.4%	-4.1%	-24.6%	·	-2.1%	-11.7%[9.22 µM]	12.4%
> CCc1ccccc1NC(=O)COc1ccc(C(=S)N2CCCC2)cc1
    -27.7%	1.2%	·	·	-2.1%	0.6%	-2.2%
> CCN1CCN(C(=S)Nc2cccc(C(F)(F)F)c2)CC1
    6.1%	19.0%	19.8%[10 µM]	?	-4.2%	17.1%	3.2%
> Cc1ccccc1-c1nc2sc(-c3ccccc3)cc2c(=O)o1
    -3.1%	6.5%	-49.8%[inhibitor]	-5.0%	-9.0%	-12.5%	0.8%
> Cc1cc(C)c2c(CC(=O)NN(C)C)coc2c1
    -10.3%	1.3%	23.8%[10 µM]	15.5%[46 µM]	-12.9%	12.3%	0.5%
> Cc1ccccc1NC(=O)c1c(-c2ccccc2)noc1C
    -3.5%	0.2%	1.2%	-10.4%	-0.5%	16.0%	-14.8%
> CN(C(=O)COC(=O)c1nc(Cl)c(Cl)c(Cl)c1Cl)C1CCS(=O)(=O)C1 (stereo not drawn)
    -2.9%	-5.4%	-31.6%	·	2.6%	21.5%	1.5%
> COc1ccc(-c2ccc(/C=N/N3C(=O)C4C5C=CC(C6CC56)C4C3=O)o2)c([N+](=O)[O-])c1 (stereo not drawn)
    6.0%	?	6.5%[10 µM]	-20.3%	1.9%	-1.5%	-3.8%
> N#CC(=C1SC=CS1)c1nc(-c2ccccc2)cs1
    -4.1%	-13.7%	-25.8%	1.2%	-2.6%	-2.0%	-4.9%
> O=C(NCc1ccccc1)c1ccc(F)c(F)c1
    -0.5%	6.7%	-34.8%	·	-3.5%	-28.3%	6.8%
> N#CC1CCN(c2ncccc2[N+](=O)[O-])CC1
    14.8%	8.2%	5.4%[10 µM]	·	3.3%	3.0%[9.22 µM]	-6.1%
> CCN(CC)C(=O)/C(=C\c1ccncc1)NC(=O)c1ccccc1
    -2.4%	-3.5%	11.3%[10 µM]	1.0%[46 µM]	6.8%	10.8%[9.22 µM]	8.4%

Reprinted at random: two records from the list, in no set order.
Each structure is followed by: GAA glycogen mod	CBFb RUNX1 block	HTT ATP protect	LMNA splice mod	aGlu spleen mod	HttQ103 aggreg	GAA inh
> O=C(CSc1ccc(Cl)cc1)Nc1nnc(-c2cccc([N+](=O)[O-])c2)s1
    4.0%	4.3%[2.36 µM]	·	-9.4%	0.9%	0.1%	-3.4%
> COc1cc2c(cc1OC)C(c1ccccc1O)N(C1CC(=O)N(c3ccccc3)C1=O)CC2 (stereo not drawn)
    -27.3%	-1.8%	-2.6%	-5.7%	-11.6%	-8.2%	-5.0%

(list continues)
Each structure is followed by: GAA glycogen mod	CBFb RUNX1 block	HTT ATP protect	LMNA splice mod	aGlu spleen mod	HttQ103 aggreg	GAA inh
> Cc1cc(NC(=S)NC(=O)CC(C)C)ccc1Br
    -4.3%	7.3%	-11.0%	6.0%	-2.5%	6.1%	6.0%
> CC(=O)c1cccc(NC(=S)NC(=O)C(C)C)c1
    2.0%	0.3%	23.1%	0.6%	-3.3%	2.5%	13.8%
> CCC(C)N(C)Cc1cccc(C2(O)CCN(S(=O)(=O)c3ccc(F)cc3)CC2)c1 (stereo not drawn)
    0.6%	4.0%	-8.1%	-2.4%	0.3%	-5.2%	-13.6%
> COc1ccc(CC(=O)OC(C)CN2CCCC2)cc1 (stereo not drawn)
    5.7%	2.6%	8.4%	2.7%	2.8%	-9.8%	-0.9%
> COCCN(CCOC)S(=O)(=O)c1ccc(C(=O)Nc2sc3c(c2C(N)=O)CCCCC3)cc1
    8.8%	-5.0%	-13.9%[10 µM]	-2.3%	-5.7%	2.0%	6.9%
> O=C(O)c1cccnc1SCC(=O)N1CCCCCC1
    3.4%	2.1%	-7.7%	12.4%	0.3%	12.3%	5.9%
> CC(C)CCn1c(=O)c2ccccc2n2c(COC(=O)c3ccc(S(=O)(=O)N(C)C)cc3)nnc12
    6.0%	-5.0%	10.6%	10.5%	-0.9%	-0.3%	-3.1%
> C[C@H](NC(=O)[C@@H]1CCC(=O)N1Cc1ccco1)c1ccccc1
    -9.8%	11.1%	21.4%[10 µM]	·	-13.3%	19.1%[9.22 µM]	·
> COc1ccccc1CC(=O)N(CCC#N)CCC#N
    -5.2%	-7.4%	-2.9%	4.3%	-1.1%	6.3%	-2.3%
> CCOC(=O)N1CCC(N2C(=O)c3ccccc3C2Nc2cccnc2)CC1 (stereo not drawn)
    4.0%	-1.8%	-6.7%	-12.6%	-1.0%	24.3%	4.9%
> O=C(O)c1ccccc1SC1CC(=O)N(C2CCCCC2)C1=O (stereo not drawn)
    -1.4%	1.3%	-2.7%[10 µM]	-7.8%	-2.4%	0.4%	-4.8%
> CCOc1ccc(OCC)c(Nc2cc(C)nc3nc(C)nn23)c1
    -2.3%	-0.8%[2.36 µM]	-16.4%	-10.7%	-0.9%	1.1%	2.6%
> CC(=O)c1cccc(NS(=O)(=O)N2CCCCC2)c1
    3.9%	2.6%	5.6%	13.7%	-2.6%	-1.5%	-2.2%
> CC(=O)c1ccc(NC(=O)CSC(C)C)cc1
    4.0%	-5.6%	11.4%	3.8%	-17.9%	1.7%	-0.1%
> Cc1nn(Cc2ccccc2)c(Cl)c1/C=C/C(=O)OC(C)C(=O)N1CCCC1 (stereo not drawn)
    9.0%	-7.0%	-2.1%[10 µM]	?	-0.4%	32.4%	-7.7%
> CCCCc1c(C)nc2ccc(C)cc2c1SCCC(=O)O
    -11.2%	1.4%	17.1%	·	-7.3%	5.1%[9.22 µM]	-0.9%
> Cc1nnc(NC(=O)CSC2CCCCC2)s1
    -5.3%	11.9%	-14.5%	-6.2%	3.3%	-15.6%	1.9%
> O=C(C1CCCN(S(=O)(=O)c2cccc3nsnc23)C1)N1CC=C(c2ccccc2)CC1 (stereo not drawn)
    -2.0%	-19.6%	-2.4%[0.074 µM]	-5.0%	0.5%	?	-1.2%
> CC(C)(O)C1Cc2cc(/C=C/C(=O)O)c(O)cc2O1 (stereo not drawn)
    ?	1.8%	6.6%[10 µM]	?	-0.4%	2.2%[9.22 µM]	-2.8%

In the list so far, these contain bromine:
Each structure is followed by: GAA glycogen mod	CBFb RUNX1 block	HTT ATP protect	LMNA splice mod	aGlu spleen mod	HttQ103 aggreg	GAA inh
> O=C(N/C(=C/c1ccc(Br)cc1)C(=O)N1CCCC1)c1cccs1
    2.9%	-5.2%	-14.3%	·	2.2%	13.5%	-4.1%
> O=C1c2cccc3cc(Br)cc(c23)C(=O)N1Nc1ccc(Br)cc1
    -3.4%	16.3%	-17.8%[10 µM]	-9.6%	-5.3%	22.8%	-19.0%
> Cc1cc(NC(=S)NC(=O)CC(C)C)ccc1Br
    -4.3%	7.3%	-11.0%	6.0%	-2.5%	6.1%	6.0%
